N370S GC mod: inhibitors or activators of N370S glucocerebrosidase for Gaucher disease; P04062; N370S GC spleen homogenate, 4MU-glucoside fluorescence; Potency, µM (doses to about 59.4 µM), without a hit: top-dose activity change, negative = inhibition, most hits filed as inhibitors; hit rate 0.092% among 330,000;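 note: 0% = full enzyme activity and -100% = no enzyme basal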
DT40 TDP1 CPT: DT40-hTDP1 cell growth loss with CPT | chicken DT40 Tdp1-/-;hTDP1 cells + 20 nM CPT, ATP luminescence, 48 h | Potency, µM (doses to about 46.2 µM), inactives show at the highest dose activity change, negative = growth inhibition, actives largely listed as inhibitors | hit rate 12% among 420,000; note: nearly all actives have a fitted effect of over 55% in size
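Cell growth measured by CellTiter-Glo luminescence after a minimum 48 h, 37 C compound exposure with 20 nM CPT in Tdp1-knockout DT40 cells stably expressing hTDP1, seeded 400/well; qHTS titration format.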
FEN1 inhibitor: inhibitors of human flap endonuclease 1 | P39748 | Recombinant FEN1 flap cleavage, fluorescence, 15 min | Potency, µM (top dose mostly 114 µM), for the others: top-dose activity change, negative = inhibition, actives largely listed as inhibitors | hit rate 0.35% among 390,000; note: nearly all actives have a fitted effect of over 65% in size
Target sequence (P39748 whole entry, looked up): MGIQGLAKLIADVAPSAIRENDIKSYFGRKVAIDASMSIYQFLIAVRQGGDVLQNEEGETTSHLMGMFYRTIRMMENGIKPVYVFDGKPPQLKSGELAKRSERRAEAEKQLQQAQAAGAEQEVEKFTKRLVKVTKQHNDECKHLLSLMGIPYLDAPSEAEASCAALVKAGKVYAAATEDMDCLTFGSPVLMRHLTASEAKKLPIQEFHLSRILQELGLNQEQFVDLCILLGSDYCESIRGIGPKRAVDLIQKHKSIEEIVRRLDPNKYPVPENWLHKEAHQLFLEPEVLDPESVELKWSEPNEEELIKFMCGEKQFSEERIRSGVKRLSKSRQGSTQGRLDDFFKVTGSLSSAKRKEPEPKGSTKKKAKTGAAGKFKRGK
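Recombinant FEN1 (10 nM) was preincubated with pin-transferred compounds for 15 min at room temperature, then flap DNA substrate (50 nM final) was added. Plates were read at 0 and 15 min, and normalized concentration–response data were fitted to a four-parameter Hill equation.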
Starred values were filed as active, the others as inactive; ? = inconclusive; / = no result given; & = joins results of further samples. Calls come from the whole dose curve; as a rule, active = well fitted curve in the direction sought with a large enough effect; inconclusive = small, poorly fitted or top-dose-only effect, or another doubt; inactive = no such curve, though single readings can be large; an effect the other way counts as inactive or inconclusive. Unless noted, % is set by controls: 0 for no effect and ±100 for the full control effect; potency is the fitted concentration of half-maximal effect. A portion of the library. The share of hits here may be higher or lower than overall.

Preview:
1. COC(=O)c1ccccc1NC(=O)Cn1c(=O)n(CCC(=O)NCc2ccc3c(c2)OCO3)c(=O)c2ccccc21
2. O=C(CC1SC(=O)N(Cc2ccccc2)C1=O)Nc1nccs1 (stereo not drawn)
3. O=C(COC(=O)CC1Sc2ccccc2NC1=O)NCc1ccccc1 (stereo not drawn)
4. O=C(Nc1nc2c(Cl)cccc2s1)c1ccc([N+](=O)[O-])o1
5. O=C(Nc1nnc(S(=O)(=O)N2CCCCC2)s1)c1ccc(F)cc1
6. CC(NC(=O)c1cc(-c2ccncc2)nc2ccc(Cl)cc12)C1CCCO1 (stereo not drawn)
Screen / compound no. | 1 | 2 | 3 | 4 | 5 | 6
N370S GC mod | / | 1.7% | 2.0% | -9.1% | / | -9.4%
DT40 TDP1 CPT | ? | 11.2% | -12.2% | 20.6µM* | -9.5% | -13.7%
FEN1 inhibitor | 3.9% | -1.2% | -6.1% | -16.3% | 5.7% | -0.8%

Main list, previewed entries included:
1. COC(=O)c1ccccc1NC(=O)Cn1c(=O)n(CCC(=O)NCc2ccc3c(c2)OCO3)c(=O)c2ccccc21
2. O=C(CC1SC(=O)N(Cc2ccccc2)C1=O)Nc1nccs1 (stereo not drawn)
3. O=C(COC(=O)CC1Sc2ccccc2NC1=O)NCc1ccccc1 (stereo not drawn)
4. O=C(Nc1nc2c(Cl)cccc2s1)c1ccc([N+](=O)[O-])o1
5. O=C(Nc1nnc(S(=O)(=O)N2CCCCC2)s1)c1ccc(F)cc1
6. CC(NC(=O)c1cc(-c2ccncc2)nc2ccc(Cl)cc12)C1CCCO1 (stereo not drawn)
Screen / compound no. | 1 | 2 | 3 | 4 | 5 | 6
N370S GC mod | / | 1.7% | 2.0% | -9.1% | / | -9.4%
DT40 TDP1 CPT | ? | 11.2% | -12.2% | 20.6µM* | -9.5% | -13.7%
FEN1 inhibitor | 3.9% | -1.2% | -6.1% | -16.3% | 5.7% | -0.8%

7. COc1cccc(C(=O)Cn2c(Br)nc3c2c(=O)n(C)c(=O)n3C)c1
8. Cc1ccc2c(c1)c(CC(=O)Nc1ccc(C)c(F)c1)c(C(=O)O)n2C
9. CCC1CN(C(=O)NCc2ccccc2)c2cc(C)ccc2O1 (stereo not drawn)
10. CCC1CCCCN1C(=O)CCCc1ccccc1 (stereo not drawn)
11. C=CCSC1=NC(=O)/C(=C/c2cccs2)S1
12. O=C(NN1C(=O)C2C3c4ccccc4C(c4ccccc43)C2C1=O)c1ccc(Cl)cc1 (stereo not drawn)
Screen / compound no. | 7 | 8 | 9 | 10 | 11 | 12
N370S GC mod | 0.2% | ? | -12.1% | 7.9% | 15.8% | 3.2%
DT40 TDP1 CPT | ? | -5.0%&5.6% | ? | ? | ? | -13.7%
FEN1 inhibitor | 2.8% | 12.7%&0.3% | 3.3%&-20.9% | 14.9% | -2.1% | -5.1%

13. CCCC(C)NNC(=O)c1cc2ccccc2[nH]1 (stereo not drawn)
14. CC(=O)Cn1cnc2c(cnn2-c2ccc(C)c(C)c2)c1=O
15. Cc1cc(C)nc(NC(=O)c2cnc3sccn3c2=O)n1
16. Cc1ccc(S(=O)(=O)/N=C(/Nc2ccc(O)c(C(=O)O)c2)c2ccccc2)cc1
17. C/C(=N\NC(=O)CC#N)c1ccc(Oc2ccccc2)cc1
18. O=C(CN1C(=O)CCSc2ccc(S(=O)(=O)N3CCOCC3)cc21)Nc1ccccc1Cl
Screen / compound no. | 13 | 14 | 15 | 16 | 17 | 18
N370S GC mod | 3.7% | -7.4% | -4.4% | / | -5.3% | -1.5%
DT40 TDP1 CPT | -0.2% | ? | 0.7% | 1.3% | ? | ?
FEN1 inhibitor | -5.8% | 18.1% | 20.6% | -2.2% | 3.5% | 9.3%

19. O=C(Nc1ccc2nn(-c3ccc(Cl)cc3)nc2c1)c1cc2ccccc2o1
20. CSc1cc(-c2ccncc2)nc(-c2ccc(Cl)cc2)c1
21. CC(C)N(Cc1ccccc1)S(=O)(=O)c1cccs1
22. Cc1ccc(C(=O)O/N=C/c2ccc(N(C)C)cc2)cc1
23. CCCCN(C(=O)CNC(=O)c1ccco1)C(C(=O)NC1CCCCC1)c1ccc(OC)cc1OC (stereo not drawn)
24. CN1C(=O)[C@H]2[C@@H](/C=C/c3ccccc3)N3C(=O)CN(Cc4ccccn4)C(=O)[C@@]3(Cc3ccccc3)[C@H]2C1=O
Screen / compound no. | 19 | 20 | 21 | 22 | 23 | 24
N370S GC mod | / | -1.9% | -2.5% | -0.4% | -1.7% | /
DT40 TDP1 CPT | 0.1% | 1.1% | -27.5% | -0.4% | -7.9% | -12.9%
FEN1 inhibitor | -15.0% | -2.0% | 14.7% | 9.4% | -16.4% | 2.8%

25. COc1cccc(/C=N/N2CCN(c3ccccc3OC)CC2)c1
26. CCn1c(SCC(=O)N2CCCCCC2)nc2c(c1=O)SCC2
27. CCOC(=O)[C@@H]1[C@H]2COc3cc(OC)ccc3[C@H]2N2C(=O)N(c3ccc(Br)cc3)C(=O)[C@]12C
28. Cc1ccc(CN2CCN(Cc3ccc(O)cc3)CC2CCO)o1 (stereo not drawn)
29. COC(=O)c1cc(S(=O)(=O)NCC2CCN(Cc3ccc(C)cc3)CC2)cn1C
30. CN(C1CCCCC1)S(=O)(=O)c1ccc(-n2cnnn2)cc1
Screen / compound no. | 25 | 26 | 27 | 28 | 29 | 30
N370S GC mod | 4.1% | 1.4% | / | 4.7% | 1.0% | 1.1%
DT40 TDP1 CPT | -20.2% | ? | -9.8% | 19.5% | -8.3%&-26.0% | -6.3%
FEN1 inhibitor | -2.7% | -0.1% | -1.4% | -8.1% | 16.8%&4.9% | -12.0%

31. C/C(=N\NC(=O)CN(c1ccccc1)S(C)(=O)=O)c1ccccc1O
32. O=C1N[C@@H](Cc2ccccc2)C(=O)N2[C@@H]1C[C@@]1(Br)c3ccccc3N(S(=O)(=O)c3ccccc3)[C@@H]21
33. CCOC(=O)CCCc1ccc(/C(C)=N/NC(=S)NC)cc1
34. CCOC(=O)N1CCN(Cc2nc3c(c(=O)n(C)c(=O)n3C)n2Cc2cccc(C)c2)CC1
35. CC1(C)Oc2ccc(C(=O)N/N=C/c3ccc(O)cc3)cc2NC1=O
36. CCOC(=O)c1c(C)oc2nc(C)nc(NCc3ccc(Cl)cc3)c12
Screen / compound no. | 31 | 32 | 33 | 34 | 35 | 36
N370S GC mod | 1.0% | / | -2.4% | -21.8% | -20.4% | /
DT40 TDP1 CPT | ? | -17.5% | ? | -34.8% | 3.3% | ?
FEN1 inhibitor | 1.5% | 5.5% | 15.0% | -17.2% | -16.0% | -0.1%

37. Cc1cc(F)ccc1NC(=O)C1CCCO1 (stereo not drawn)
38. CC1CCCCC1NC(=O)COC(=O)c1c2c(nc3ccccc13)/C(=C\c1ccco1)CC2 (stereo not drawn)
39. N#Cc1cc(NC2CCCC2)c([N+](=O)[O-])cc1C#N
40. COc1cccc(C(=O)NCC(c2ccc(N(C)C)cc2)N2CCCC2)c1OC (stereo not drawn)
41. COc1cc(/C=N/NC(=O)COc2ccc(-n3cnnn3)cc2)ccc1OCC(N)=O
42. CCc1cc2c(=O)n(-c3ccccc3)c(SCC(N)=O)nc2s1
Screen / compound no. | 37 | 38 | 39 | 40 | 41 | 42
N370S GC mod | 5.3% | / | 1.5% | / | 2.8% | -0.2%
DT40 TDP1 CPT | 20.2% | 29.1µM* | -29.9% | 11.6µM* | 1.3% | -5.0%
FEN1 inhibitor | 1.1% | 50.1µM* | -4.4% | 1.2% | 9.3% | -11.0%

43. COc1cccc(CC(=O)Nc2cccc3ccccc23)c1
44. CCOc1ccc(-n2nc(C(=O)NCCOC)c3ccccc3c2=O)cc1
45. CCOC(=O)c1ccc(NC(=O)c2c(N)n(C)c(=O)[nH]c2=O)cc1
46. CC(C)C(=O)Nc1csc(C(F)(F)F)c1-c1ccccc1
47. CCOC(=O)C(CC)(CC)/C(C)=N/NC(=O)CC#N
48. CCOC(=O)c1[nH]c(C)c(CCC(=O)Nc2c(C)cc(C)cc2C)c1C
Screen / compound no. | 43 | 44 | 45 | 46 | 47 | 48
N370S GC mod | 0.8% | -11.7% | / | 4.1% | 2.9% | /
DT40 TDP1 CPT | -11.2% | -29.4% | -12.4% | -11.7% | -2.6% | ?
FEN1 inhibitor | 1.4% | 4.2% | -7.8% | 0.4% | -2.7% | 15.4%

49. COc1ccc(CCNc2ncnc3c2c(-c2ccccc2)cn3-c2cccc(Cl)c2)cc1OC
50. COc1ccc(-c2cc3n(n2)CCc2nc4ccccc4n2-3)cc1
51. CN(/N=C/c1cc(Cl)ccc1O)C1=NS(=O)(=O)c2ccccc21
52. CCOCCCNC(C(=O)Nc1ccc(OC)c(Cl)c1)c1ccccc1 (stereo not drawn)
53. CC(=O)N(Cc1ccc(F)cc1)C1=C(NCc2ccccc2)C(=O)c2ccccc2C1=O
54. S=C(NCCc1ccc(Cl)cc1)NCc1ccco1
Screen / compound no. | 49 | 50 | 51 | 52 | 53 | 54
N370S GC mod | / | -13.0% | 6.0% | -10.4% | / | -2.5%
DT40 TDP1 CPT | 7.31µM* | -28.4% | 16.4µM* | ? | 1.58µM* | 0.5%
FEN1 inhibitor | -12.1% | 10.6% | -14.2% | -10.4% | -18.5% | -0.2%

55. CC(C)c1ccccc1NC(=O)C1CCCN(C(=O)c2ccc(Cl)cc2)C1 (stereo not drawn)
56. Cc1nc2ccc(Br)cc2c2c1CC(CBr)O2 (stereo not drawn)
57. COc1cc(NC(=O)C2CCN(S(=O)(=O)c3ccc(N4CCCC4=O)cc3)CC2)cc(OC)c1
58. O=C(c1cc(F)c(F)cc1Cl)N1CCN(CCc2ccccc2)CC1
59. O=C(c1cc2ccccc2o1)N1CC=C(c2ccccc2)CC1
60. CCN(CC)S(=O)(=O)c1c(OC)cc(C)c(Cl)c1C
Screen / compound no. | 55 | 56 | 57 | 58 | 59 | 60
N370S GC mod | 2.5% | -21.6% | -12.9% | 0.2% | 24.4% | 1.7%
DT40 TDP1 CPT | ? | 16.6% | ? | -18.3% | -23.4% | ?
FEN1 inhibitor | -0.1% | -0.5% | -1.4% | -4.3% | 6.1% | 5.9%

61. COc1ccc(NC(=O)c2csc3c2CCCC3)cc1
62. O=C(N1CCCCC1)N1CCN(S(=O)(=O)c2ccc(Cl)cc2)CC1
63. Cc1cc(Br)ccc1NC(=O)Cn1cnc2sc(C)c(S(=O)(=O)N3CCN(C)CC3)c2c1=O
64. O=C(CSc1ncnc2c1cnn2-c1ccccc1)Nc1ccc2c(c1)OCO2
65. Cc1ccc(NC2=NC(c3ccc(F)cc3)n3c(nc(C)cc3=O)N2)cc1 (stereo not drawn)
66. C/C(CC(=O)Nc1cccc2c1CCCC2)=N\NC(=O)c1cccc2ccccc12
Screen / compound no. | 61 | 62 | 63 | 64 | 65 | 66
N370S GC mod | 12.6% | -12.5% | / | 5.5% | -2.3% | -3.8%
DT40 TDP1 CPT | -21.0% | -10.0% | ? | -58.0% | 4.0% | 2.0%
FEN1 inhibitor | 7.5% | 0.4% | 17.5% | -1.7% | -0.7% | -10.0%

67. O=C1c2ccccc2C(=O)N1Cc1cc(-c2ccccc2Cl)no1
68. Cc1ccc(C)c(N2CCN(C(=O)c3csc4ccccc34)CC2)c1
69. Cc1ccc(S(=O)(=O)CCC(=O)Nc2cccc([N+](=O)[O-])c2)cc1
70. O=C(Cn1cnc2c(cnn2-c2ccccc2)c1=O)Nc1cc(S(=O)(=O)N2CCOCC2)ccc1Cl
71. CN1CCN(c2nc3c(=O)[nH]c(N)nc3n2C2OC(CO)C(O)C2O)CC1 (stereo not drawn)
72. O=S1(=O)C2CC3C=CC2(CN1Cc1ccccc1)O3 (stereo not drawn)
Screen / compound no. | 67 | 68 | 69 | 70 | 71 | 72
N370S GC mod | 20.0% | -6.3% | -7.1% | 2.9% | / | 1.2%
DT40 TDP1 CPT | -9.5% | ? | -10.1% | ? | -11.8% | /
FEN1 inhibitor | -9.7% | -13.9% | -3.0% | -4.6% | 15.2% | 7.6%

73. COc1ccccc1-c1nn(-c2ccccc2)cc1C(=O)N1CCN(C(=O)c2ccco2)CC1
74. COc1cc(C)c(CN2CCSCC2)cc1C
75. Nc1cc(N)[nH]c(=S)n1
76. CCOc1ccc(NC(=S)NNc2ccnc3cc(Cl)ccc23)cc1
77. COc1cccc(-n2cc(CNCc3c(C(=O)N(C)C)nc4ccc(Cl)cn34)cn2)c1
78. C[C@@H]1C[C@@H]2OC(=O)[C@]3(C)[C@H]2[C@@H](OC3(C)O)[C@]2(C)C(=O)C=C[C@H]12 (stereo partly drawn)
79. Cc1ccc(NC(=O)C/C(N)=N/OC(=O)Nc2ccc(C)c(Cl)c2)cc1
80. C=CCN1C(=O)c2ccc(C(=O)N(C)CC(=O)Nc3ccccc3Cl)cc2C1=O
Screen / compound no. | 73 | 74 | 75 | 76 | 77 | 78 | 79 | 80
N370S GC mod | / | -1.0% | / | -10.2% | -26.6% | ? | / | 1.5%
DT40 TDP1 CPT | -17.4% | -3.3% | 0.9% | ? | ? | 18.4µM* | -0.2% | 0.1%
FEN1 inhibitor | -2.3% | -5.9% | ? | -13.9% | -4.7% | 15.5% | -1.9% | -3.4%
